S3 lipid droplet – qHTS Assay for Lipid Storage Modulators in Drosophila S3 Cells; Drosophila S3 cells, BODIPY lipid droplet fluorescence, 18-24 h; cells fed with added oleic acid; lipid storage change, negative = inhibition, % at the top dose, mostly 46.1 µM; hits show Potency in µM; 320,000 tested, 0.64% active; AID 2685; active means well fitted inhibition curve with a large enough effect in the signal ratio, with a control signal flat, not every such curve was filed as active; inconclusive means small, poorly fitted or top-dose-only effect, or effect the other way, or a change in a side signal; the % refers to the signal ratio
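Drosophila S3 cells got compounds at several concentrations plus oleic acid (400 uM solution). Laser-scanning cytometry with 488 nm excitation read lipid droplets at 500-530 nm and cells at 575-640 nm. Percent activity was relative to 20 uM Triacsin C.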
S3 lipid droplet cell count max – further read-out of S3 lipid droplet, marked with its call; cell number change, %; measured here: cell count max response;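 cells counted by Cell Tracker Red CMTPX staining in the red channel; peak over a dose series mostly up to 46.1 µM; percent activity relative to internal control wells on each plate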
The depositor's hits bear a star; i = inactive; ? = inconclusive; · = no result given. On the % scale 0 is the no-effect control and ±100 the full control effect; potency means the concentration at half of the fitted maximal effect.

S3 lipid droplet,S3 lipid droplet cell count max,canonical_smiles
?,·,Cc1nn(CC(=O)NC(C)C(C)C)c(C)c1S(=O)(=O)N1CCCCC1 (centres undefined)
-11%,·,COC(=O)c1ccc(/C=N\NC(=O)CC(=O)NCCc2ccccc2)cc1
?,·,CCc1cccc(OCC(=O)Nc2ccc(C)c(S(=O)(=O)N3CCCCCC3)c2)c1
-7%,-18,COc1cc(OC)c(N(C)S(=O)(=O)c2cccc(C(=O)NC3=NCCS3)c2)cc1Cl
?,·,COc1cnc(SCCC(F)=C(F)F)[nH]c1=O
?,·,Cc1n[nH]c(=O)c2c(NC(=O)CSc3cc(Cl)ccc3Cl)oc(C)c12
?,·,COc1ccccc1NC(=O)Nc1ccc2c(c1)OCCO2
?,·,Cc1ccc(-c2n[nH]c(=O)c3ccccc23)cc1S(=O)(=O)NCCN1CCOCC1
?,·,COc1ccc(CNC(=O)COC(=O)CCc2c[nH]c3ccccc23)cc1
?,·,O=C(OC1CSc2nc3ccccc3n2C1)c1ccco1 (centres undefined)
?,·,CCN(Cc1ccccc1)S(=O)(=O)c1ccc(S(=O)(=O)N2CCN(CCC#N)CC2)cc1
15%,4,CCOC(=O)C1CCN(CC(O)COC(CC)c2ccccc2)CC1 (centres undefined)
?,·,CCOC(=O)Nc1sc(C)nc1-c1ccccc1
?,·,Cc1cc(C)c(NC(=O)CS(=O)CC(=O)Nc2ccc(N3CCOCC3)cc2)c(C)c1 (centres undefined)
?,·,COc1ccc(NC(=O)CCOc2ccccc2)cc1
?,·,Cc1[nH]c2ccccc2c1/C=N/NC(=O)c1cc(-c2ccccc2)n[nH]1
?,·,c1ccc(-n2ncc3c(NCC4CCCO4)ncnc32)cc1 (centres undefined)
?,·,CSCCC(NC(=O)C12CC3CC(CC(C3)C1)C2)C(=O)OCC(=O)c1ccc(C)cc1 (centres undefined)
?,·,Cc1cccc(N2CCN(c3ccc(C(N)=O)cc3[N+](=O)[O-])CC2)c1C
?,·,CC(=O)Nc1cc(NC(C)=O)c(CC(C)C)s1
-12%,11,Cc1ccsc1CCNC(=O)C1CCC(=O)N(CCc2cccc(F)c2)C1 (centres undefined)
-1%,4,COc1cccc(CN(C)CC(=O)Nc2ccccc2C(=O)Nc2ccccc2)c1OC
?,·,Cc1ccc(S(=O)(=O)Nc2ccc(-c3nc4cc(NS(=O)(=O)c5ccc(C)cc5)ccc4o3)cc2)cc1
5%,22,Cc1nn(C)c(N)c1-c1ccccc1
i,10,COCCN(C(=O)CCC(=O)Nc1ccccn1)C(C(=O)NCCC(C)C)c1ccc(F)cc1 (centres undefined)
-4%,-2,Cc1nnc(NC(=O)CC(NC(=O)C(F)(F)F)c2ccccc2)s1 (centres undefined)
?,·,CCOC(=O)N1CCC(NC(=O)c2ccc3snnc3c2)CC1
-19%,11,CSc1ccc(CN(C)CC(=O)Nc2ccc(C)cc2Br)cc1
?,·,Cc1ccc(Cl)c2c1NC(=O)C2(O)CC(=O)c1ccc(F)cc1 (centres undefined)
7%,12,COc1ccc(S(=O)(=O)N2CCCCC2)cc1NC(=O)C1CC1
2%,-1,CCCCOc1ccc(NC(=O)[C@@H]2CCCN2C(=O)C2CCN(S(=O)(=O)c3ccc(C)cc3)CC2)cc1
i,11,CC(C)c1ccc2nc(SCC(=O)NCC3CCCO3)c(C#N)cc2c1 (centres undefined)
6%,-6,O=C(NCc1ccncc1)C(=O)Nc1ccc2c(c1)OCO2
?,·,COC(=O)C1=C(C)NC(=S)NC1c1ccc(-c2ccccc2C(=O)OC)o1 (centres undefined)
?,·,O=C(NC(=S)N1CCCc2ccccc21)c1ccc(Cl)cc1
?,·,O=C(N/N=C/c1cc(Br)c(O)c(Br)c1)C1CC1
?,·,ClCC1=Nc2cccc3cccc(c23)N1
21%,6,Cc1nnc(NCc2cccc(Cl)c2)c2ccccc12
5%,8,CC(=O)Nc1sc2c(c1CN1CCCC1)CCCC2
?,·,C[C@@H](NC(=O)c1ncn(C)c1C(=O)N[C@H](C)c1ccccc1)c1ccccc1
-11%,-6,CCCCCCCC(=O)N/N=C/c1ccc([N+](=O)[O-])o1
?,·,CC(=O)c1ccc(OCC(O)CN2CC(C)OC(C)C2)cc1 (centres undefined)
0%,-2,Cc1cc(Oc2nc3c(C)cccn3c(=O)c2/C=C(\C#N)S(=O)(=O)c2ccccc2)ccc1Cl
?,·,N=c1n(CCO)c2ccccc2n1Cc1ccc(Cl)cc1
4%,-8,CC(OC(=O)CN1C(=O)c2ccccc2C1=O)C(=O)NC1CCCCC1C (centres undefined)
?,·,CCN1CCN(Cc2c(O)ccc3c(C)cc(=O)oc23)CC1
?,·,CCCCNCc1cc(Br)c(OCC(=O)N2CCOCC2)c(OC)c1
i,·,Nc1ccccc1Nc1cc(-c2ccccc2)[nH]n1
-4%,-12,O=C(Cc1coc2ccc3ccccc3c12)NCc1cccs1
?,·,Cc1csc(NC(=O)C2CCCC2)n1
?,·,CC(Oc1ccccc1)C(=O)OCC(=O)Nc1sccc1C(N)=O (centres undefined)
?,·,CC1CCCCN1C(=O)c1ccc(CS(=O)(=O)Cc2ccccc2)cc1 (centres undefined)
?,·,Cc1ccc(S(=O)(=O)N2CCN(C(=O)c3cc(S(=O)(=O)N(C)C)ccc3N3CCCC3)CC2)c(C)c1
?,·,COc1cccc(/C=N/n2cnc3cc(C)c(C)cc32)c1OC
?,·,Cc1noc(C)c1S(=O)(=O)N(CC(=O)NC(C)c1ccccc1)c1ccc(C(C)C)cc1 (centres undefined)
i,·,c1ccc(Cc2nnc3sc(-c4cccs4)nn23)cc1
i,·,CC1=NN2C(=N)/C(=C\c3ccc(SCc4ccccc4)o3)C(=O)N=C2S1
?,·,COc1cccc(CC(=O)NN2C(=O)NC3(CCCCC3)C2=O)c1
15%,-24,O=C(CCCSc1nc2sc3c(c2c(=O)[nH]1)CCC3)NCCCO
?,·,Nc1c(-c2ccccc2)c(CN2CCOCC2)nn1-c1cccc([N+](=O)[O-])c1

(more compounds)
S3 lipid droplet,S3 lipid droplet cell count max,canonical_smiles
?,·,Cc1ccoc1C(=O)NCCCNC(=O)c1occc1C
?,·,O=C(CSc1nnc(-c2ccccc2F)n1CCc1ccccc1)Nc1ccc2[nH]c(=O)[nH]c2c1
?,·,O=C(O)CCc1nn2c3ccccc3n(CCN3CCCCC3)c2nc1=O
-21%,·,COc1ccc(C(=O)/C=C/c2ccc(C)cc2)c(OC(=O)c2ccc([N+](=O)[O-])cc2)c1
i,16,Cc1c(C)c2ccc(OCC(=O)Nc3ccccn3)c(C)c2oc1=O
12%,8,COC(=O)C12CC3CC(C1)CC(n1cnc(Cl)n1)(C3)C2
?,·,CCN(CC)S(=O)(=O)c1cccc(-c2nnc(SCC(=O)NC3CCCCCC3)n2N)c1
?,·,O=C(CSc1nnc(Cc2cccs2)n1Cc1ccco1)Nc1cccc(Cl)c1
?,·,O=c1cc(-c2ccccc2)cc(-c2ccccc2)n1CCCO
9%,29,CC(C)C[C@H](NC(=O)[C@H]1N2C(=O)c3ccccc3C2SC1(C)C)C(=O)N[C@@H](Cc1ccccc1)C(=O)O (some centres undefined)
?,·,OCCNc1nc(-c2cccnc2)nc2ccccc12
-8%,-7,COc1ccc(C/C(N)=N/O)cc1
?,·,CC1CCCCC1NC(=O)COC(=O)/C=C/c1ccc2c(c1)OCO2 (centres undefined)
i,12,CCOc1ccc2nc(Cl)c(/C=C/C(=O)c3ccco3)cc2c1
-6%,-18,CCc1ccc(OCCOC(=O)Nc2ccccc2)cc1
?,·,O=C(CSc1nnc(-c2ccncc2)o1)NC1C2CC3CC(C2)CC1C3 (centres undefined)
24%,-4,CCOCCn1c(CN2CCCCC2C)nc2c1c(=O)n(C)c(=O)n2C (centres undefined)
11%,-21,O=S(=O)(Nc1cccc2c1CCCC2)c1ccc(Cl)cc1
0%,-4,CCOc1ccc(N=C2NN=C(c3cc(C)n(CC4CCCO4)c3C)CS2)cc1 (centres undefined)
i,29,O=C(CCS(=O)(=O)c1ccc(Br)cc1)N1CCCCCC1
4.1µM*,-14*,COc1cccc(C(=O)Nc2nnc(S(=O)(=O)N3CCCC3)s2)c1
?,·,O=C(NCC(c1cccnc1)N1CCN(c2ccccc2F)CC1)c1ccccc1 (centres undefined)
1.3µM*,-19*,COc1cccc(CNC(=O)COc2cc3c(c4oc(=O)cc(C)c24)CCC(C)(C)O3)c1
-13%,-3,CCCCc1nc2ccccc2c(=O)n1NC(=O)c1c(O)c2ccccc2n(C)c1=O
0%,3,COCCN(C(=O)COC(=O)COc1ccc2c(c1)CCC2)c1c(N)n(Cc2ccccc2)c(=O)[nH]c1=O
?,·,CN1CC[C@]2(CCN3CCc4c(oc5ccccc45)[C@@H]3C2)N(C)C1=O
13%,12,CCOC(=O)c1cnc2c(C(F)(F)F)cccc2c1N1CCN(C)CC1
14%,-10,CCCCn1c(N)c(C(=S)NC(=O)CC(C)C)c(=O)n(C)c1=O
16µM*,-24*,Cc1ccc(/C=N/NC(=O)c2csc3c2CCCC3)cc1
-4%,11,Cc1cccc(-c2noc(-c3ccno3)n2)c1
?,·,O=C(COc1ccccc1)Nc1ccccc1F
?,·,CSc1ccc(OC2CCCCC2NS(=O)(=O)c2ccc(Cl)cc2)cc1 (centres undefined)
-7%,-7,CC(Sc1n[nH]c(-c2cccs2)n1)C(=O)Nc1ccc(C(N)=O)cc1 (centres undefined)
?,·,O=[N+]([O-])c1cnc(Nc2ccc(Cl)cn2)c([N+](=O)[O-])c1
?,·,Cc1ccc(O)c(NC(=O)c2cc([N+](=O)[O-])ccc2Cl)c1
?,·,O=C(O)C(=O)/C(=C\c1cccc2ccccc12)c1ccc2ccccc2n1
-3%,7,CC(C)(C)NC(=O)C(c1ccccc1)N(C(=O)C1CSC(=O)C1)c1ccccc1 (centres undefined)
0%,2,O=C(NCCN1CCOCC1)c1ccc2c(c1)ncn2C1CCCC1
?,·,N#C/C(=C/Nc1ccccc1)c1ccsc1
9%,15,CS(=O)(=O)c1nncn1-c1ccccc1
?,·,O=C(c1ccc(F)cc1)c1c[nH]c(C(=O)NCCCN2CCOCC2)c1
?,·,O=C(OCC(=O)c1c[nH]c2ccccc12)c1ccc([N+](=O)[O-])s1
?,·,Cn1c(NC(=O)C2CCCO2)cc(=O)n(C)c1=O (centres undefined)
i,14,O=C(CSc1nnc(CNC(=O)c2ccccc2F)o1)c1ccc(Cl)cc1
23%,-23,CC(NC(=O)C(=O)N1CCCCC1)C(c1cccs1)N1CCN(C)CC1 (centres undefined)
?,·,COc1ccc(-c2csc3ncnc(N4CCN(c5ccccc5[N+](=O)[O-])CC4)c23)cc1
-1%,-1,CC1(C)CC(CCN(Cc2ccccc2)C(=O)c2ccco2)(c2ccccc2)CCO1 (centres undefined)
?,·,COc1cc(NC(=O)c2cccc([N+](=O)[O-])c2)ccc1NC(=O)c1cc2ccccc2o1
?,·,COc1ccc2c(c1)nc(NCCCO)n2Cc1ccccc1
11%,-1,Cc1oc(-c2ccccc2)cc1C(=O)NCc1ccncc1
?,·,CN(CC(=O)Nc1cccc(F)c1)C(=O)c1cccnc1Sc1ccccc1
?,·,CCCC(O)(CCC)C(=O)NN(C(=O)CCl)c1ccccc1
?,·,CN(C(=O)c1ccc(NC(=O)Cc2cccc(NC(=O)C3CCCN(C(=O)C4CCCC4)C3)c2)cc1)C1CCCC1 (centres undefined)
?,·,CSCc1cc(N2CCOCC2)nc(-c2ccccc2)n1

High-throughput results from PubChem.

These rows are one share of the data. The share of hits here may be higher or lower than overall.
